D2 agonist = agonists of human D2 dopamine receptor | activation, % at 2 µM | 340,000 tested, 0.53% active | HEK293 T-REx D2 cells, calcium flux agonist mode | P14416 | AID 485358;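 active means activation over 3 SD above normal in the single-dose calcium agonist read, cut at about 30% in these data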; further: 0% is about no effect
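Tetracycline-induced HEK293 Trex cells with D2 receptor force-coupled to calcium signaling, plated overnight at 30 C and loaded with no-wash calcium dye. Calcium flux read kinetically for 180 s after compound addition; responses flag agonists.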
mIDH1 inhibitor = blocks human mutant IDH1 R132H enzyme | IDH1-R132H enzyme, NADPH consumption, diaphorase/resazurin fluorescence | Potency, µM (series often up to 76.6 µM), without a hit: at the highest dose activity change, negative = inhibition, actives largely listed as inhibitors | 390,000 tested, 0.093% active; further: potency means the concentration at half of the fitted maximal effect; on the % scale 0 is the no-effect control and ±100 the full control effect; nearly all actives have a fitted effect of over 65% in size
Target sequence (O75874 whole entry R132H, stated change not applied): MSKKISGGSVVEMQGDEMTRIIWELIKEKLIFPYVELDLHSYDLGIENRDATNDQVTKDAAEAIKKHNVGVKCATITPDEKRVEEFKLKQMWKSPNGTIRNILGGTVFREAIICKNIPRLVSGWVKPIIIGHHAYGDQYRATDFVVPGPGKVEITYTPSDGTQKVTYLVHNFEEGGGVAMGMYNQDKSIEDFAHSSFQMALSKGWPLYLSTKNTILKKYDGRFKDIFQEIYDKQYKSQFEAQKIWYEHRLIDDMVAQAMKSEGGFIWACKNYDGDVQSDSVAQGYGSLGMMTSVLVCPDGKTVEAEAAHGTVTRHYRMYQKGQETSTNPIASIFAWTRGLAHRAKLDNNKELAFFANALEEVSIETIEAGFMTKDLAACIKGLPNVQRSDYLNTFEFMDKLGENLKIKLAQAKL
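IDH1-R132H (0.5 ug/mL dispensed) in pH 7.5 Tris buffer was preincubated 30 min with compound, then given a substrate mix of 0.016 mM NADPH and 2 mM alpha-KG for 80 min at room temperature; remaining NADPH was read by diaphorase/resazurin fluorescence.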
rTrxR1 inhibitor = blocks rat thioredoxin reductase 1; O89049; recombinant rTrxR1, NADPH fluorescence consumption, selenite substrate; Potency, µM (highest dose often 114 µM), for the others: at the highest dose activity change, negative = inhibition, most hits filed as inhibitors; 390,000 tested, 1% active; further: potency means the concentration at half of the fitted maximal effect; on the % scale 0 is the no-effect control and ±100 the full control effect; nearly all actives have a fitted effect of over 65% in size
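Rat TrxR1 (90 nM in the dispensed reagent) was pre-reduced with 400 uM NADPH for 5 min at room temperature, then incubated with compound for 15 min. After 400 uM selenite was added, NADPH fluorescence (Ex 340/Em 450 nm) was followed for 8 min.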
TRHR agonist = activates the human TRH receptor. TRHR cells, calcium flux fluo-8, FDSS agonist mode. activation, % at 2 µM. 360,000 tested, 0.18% active; in the data active means activation above about 30%; further: 0% is about no effect
Target sequence (P34981 whole entry, looked up): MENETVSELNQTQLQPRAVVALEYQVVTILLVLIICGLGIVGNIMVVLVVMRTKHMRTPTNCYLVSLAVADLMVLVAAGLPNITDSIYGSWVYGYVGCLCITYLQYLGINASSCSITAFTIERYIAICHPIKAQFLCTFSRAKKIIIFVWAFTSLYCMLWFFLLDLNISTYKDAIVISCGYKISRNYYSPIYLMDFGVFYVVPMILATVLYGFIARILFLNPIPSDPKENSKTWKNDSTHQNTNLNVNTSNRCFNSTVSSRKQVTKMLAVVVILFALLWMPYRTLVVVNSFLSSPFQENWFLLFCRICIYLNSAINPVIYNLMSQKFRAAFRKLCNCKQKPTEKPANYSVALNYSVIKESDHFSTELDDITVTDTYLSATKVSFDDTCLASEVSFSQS
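Read-out: compound-evoked intracellular calcium rise in TRHR cells, fluo-8 dye, kinetic FDSS fluorescence at 1 s/cycle following a 10-cycle baseline. Cells cultured overnight before dye loading (30 min–1.5 h, RT).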
TrxR1 substrate = substrates of rat thioredoxin reductase 1; Potency, µM (titrated, usually from 114 µM), without a hit: at the top dose activity change, negative = substrate turnover; O89049; purified TrxR1 substrate turnover, NADPH consumption readout; 390,000 tested, 0.01% active; further: potency means the concentration at half of the fitted maximal effect; on the % scale 0 is the no-effect control and ±100 the full control effect; nearly all actives have a fitted effect of over 50% in size
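Rat TrxR1, dispensed at 90 nM, was prereduced with 400 uM NADPH (final) for 5 min at ~22 deg C, then incubated with compound 15 min before 400 uM selenite. A first-read NADPH fluorescence drop versus no-compound background flagged substrates.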
D2 antag = antagonists of human D2 dopamine receptor | inhibition, % at 10 µM | HEK293 TREx D2 cells, calcium flux, dopamine EC80 | P14416 | AID 485344 | 340,000 tested, 2% active; in the data active means inhibition above about 30%; further: 0% is about no effect
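Calcium mobilization kinetics were recorded at 1 s intervals in tetracycline-induced HEK293 T-REx D2 cells, first for 180 s after compound addition and then 180 s after EC80 dopamine.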
TRHR PAM = TRH receptor (human) allosteric enhancement; P34981; TRHR cells, fluo-8 calcium fluorescence, EC20 TRH enhancement; enhancement, % at 2 µM; 360,000 tested, 0.66% active; in the data active means enhancement above about 30%; further: 0% is about no effect
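TRHR-expressing cells loaded with fluo-8 calcium dye were read kinetically (ex 480/em 530) during compound addition, then stimulated with an EC20 of TRH (10 nM final). Enhancement of the Gq-mediated intracellular calcium response was scored.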
USP1 inh = USP1/UAF1 (human) deubiquitinase inhibition; AID 743255; Potency, µM (titrated, usually from 57.1 µM), for inactives: at the highest dose activity change, negative = inhibition, actives largely listed as inhibitors; 390,000 tested, 0.23% active; recombinant USP1/UAF1, Ub-Rhodamine cleavage fluorescence; O94782; further: potency means the concentration at half of the fitted maximal effect; on the % scale 0 is the no-effect control and ±100 the full control effect; nearly all actives have a fitted effect of over 60% in size; inactives centre near -12
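Step one: compound is pinned into 1nM USP1/UAF1 in HEPES pH 7.8 buffer with TCEP. Step two: 15 min room-temperature incubation. Step three: Ub-Rho (150nM final) starts cleavage, tracked by fluorescence over six one-minute reads.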
Pin1 inh = inhibitors of human Pin1 | 390,000 tested, 0.009% active | Potency, µM (series often up to 115 µM), inactives show at the highest dose activity, negative = inhibition, hits mostly inhibitors | Q13526 | Pin1 FP peptide displacement, HiFluor488, 10 min; active means well fitted inhibition curve with a large enough effect in the polarisation, with a control signal flat, not every such curve was filed as active; inconclusive means small, poorly fitted or top-dose-only effect, or effect the other way, or a change in a side signal; inactive means no such curve, though single readings can be large or run the other way; the % refers to the polarisation; further: potency means the concentration at half of the fitted maximal effect; on the % scale 0 is the no-effect control and ±100 the full control effect
Target sequence (Q13526 whole entry, looked up): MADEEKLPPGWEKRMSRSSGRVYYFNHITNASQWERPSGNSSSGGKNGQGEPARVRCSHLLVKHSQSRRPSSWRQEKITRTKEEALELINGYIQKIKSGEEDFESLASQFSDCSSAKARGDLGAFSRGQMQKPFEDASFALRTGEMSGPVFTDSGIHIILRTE
Active calls of the source: *; ? = inconclusive; nt = no result given; & = joins results of further samples; [ ] = dose if it differs, or a comment. Unless noted, the call rests on the fitted dose curve; in most records, active means well fitted inhibition curve with a large enough effect; inconclusive means small, poorly fitted or top-dose-only effect; inactive means no such curve, though single readings can be large or run the other way.

The first 4 entries, ahead of the listing:
Values run as follows: D2 agonist	mIDH1 inhibitor	rTrxR1 inhibitor	TRHR agonist	TrxR1 substrate	D2 antag	TRHR PAM	USP1 inh	Pin1 inh
NNC(=O)CNC(=O)c1ccc(F)cc1
 : -0.3	7%	3%[57.1 µM]	-0.1	4%[57.1 µM]	-4	5	-11%	-3%
COc1ccccc1CNC(=O)c1ccc(-n2c(C)cc3c2CCCC3)cc1
 : 0.4	0%	-26%	0.4	-2%	nt	-1	-1%	1%
CN1CCN(C(=O)c2ccccc2Nc2ccc(SC(F)F)cc2)CC1
 : 0.6	-5%	26%	0.2	3%	4	1	-25%	-1%
CN(CC(=O)Nc1cccc(F)c1)C(=O)CCCc1nc2ccccc2c(=O)[nH]1
 : 0.0	14%	0%	-0.6	-3%	1	-8	-18%	-5%

This part in full, previewed entries included:
Values run as follows: D2 agonist	mIDH1 inhibitor	rTrxR1 inhibitor	TRHR agonist	TrxR1 substrate	D2 antag	TRHR PAM	USP1 inh	Pin1 inh
NNC(=O)CNC(=O)c1ccc(F)cc1
 : -0.3	7%	3%[57.1 µM]	-0.1	4%[57.1 µM]	-4	5	-11%	-3%
COc1ccccc1CNC(=O)c1ccc(-n2c(C)cc3c2CCCC3)cc1
 : 0.4	0%	-26%	0.4	-2%	nt	-1	-1%	1%
CN1CCN(C(=O)c2ccccc2Nc2ccc(SC(F)F)cc2)CC1
 : 0.6	-5%	26%	0.2	3%	4	1	-25%	-1%
CN(CC(=O)Nc1cccc(F)c1)C(=O)CCCc1nc2ccccc2c(=O)[nH]1
 : 0.0	14%	0%	-0.6	-3%	1	-8	-18%	-5%
CC(C)CNC(=S)N1CCC(Cc2ccccc2)CC1
 : -0.8	8%	6%	0.0	1%	-8	10	-15%	-1%
N[C@@H](Cc1cnc[nH]1)C(=O)Nc1ccc2ccccc2c1
 : nt	-10%	20%	nt	4%	nt	nt	-23%	3%
Cc1cc(-c2csc(NC(=O)c3ccc(C#N)cc3)n2)c(C)n1Cc1ccccc1
 : -1.0	8%	-9%	0.2	-1%	-10	5	-21%	11%
COc1ccc(/C=C2\SC(N3CCCCC3)=NC2=O)cc1
 : -0.2	4%	-3%	-0.6	-6%	-3	9	-15%	-4%
CCOCCn1c(SC)nc2c1c(=O)[nH]c(=O)n2C
 : 1.3	1%	-8%	1.3	-6%	-2	2	-1%	0%
CC1CC1C(=O)NCCc1ccc(Cl)cc1 (stereo not drawn)
 : nt	-6%	-9%	-0.4	2%	nt	-7	-11%	-9%
CCc1ccc(NC(=O)C2CCN(c3nn4cc(-c5ccc(OC)cc5)nc4s3)CC2)cc1
 : 0.9	-6%	17%	0.5	-1%	nt	9	-8%	-5%
N#Cc1ccc(-c2ccc(C3Nc4ccccc4C(=O)N3O)o2)cc1 (stereo not drawn)
 : -0.2	nt	7.1µM*	-0.4	5%	-5	5	nt	4%
O=C(Nc1ccccn1)c1sc2cc([N+](=O)[O-])ccc2c1Cl
 : 0.5	7%	-6%	-0.4	-5%	-2	-1	-5%	?
COC(=O)c1ccccc1NC(=O)Nc1ccc(Cl)cn1
 : 0.3	7%	4%	-0.7	1%[57.1 µM]	-2	11	-15%	0%
CCCNC(=O)c1cc(S(=O)(=O)N2CCc3ccccc32)cn1C
 : -0.5	18%	10%[57.1 µM]	-0.3	-4%[57.1 µM]	-3	-4	-18%	1%
CCCOC(=O)c1cc(NC(=O)/C=C/c2ccccc2)ccc1O
 : 0.9	nt	nt	-2.5	nt	6	7	nt	nt
COc1ccc(-c2nc(CN3CCN(Cc4ccccc4)CC3)c(C)o2)cc1
 : 1.1	-6%	-21%	-0.6	-7%	18	0	-10%	4%
CC(=O)NS(=O)(=O)c1ccc(NC(=O)c2ccc3c(c2)C(=O)N(CCC(C)C)C3=O)cc1
 : 0.3	-7%	-8%	0.6	-6%	-4	2	-16%	-15%
CC(C)CN1CCN(C(=O)CCc2nnc(Cc3c[nH]c4ccccc34)o2)[C@@H](C)C1=O
 : 0.7	-10%	-29%	-0.2	3%	16	0	-25%	-8%
CCc1ccc(NC(=O)C2CCN(S(=O)(=O)c3ccc4c(c3)CC(C)N4C(C)=O)CC2)cc1 (stereo not drawn)
 : -0.2	0%	12%	-1.0	2%	19	-6	-32%	15%
CCOC(=O)c1cnc2c(-c3ccccc3)c(C)nn2c1N
 : -0.8	13%	15%[57.1 µM]	1.6	16%[57.1 µM]	0	0	0%	4%
CCN(C[C@H]1N[C@@](C)(C(=O)OC)[C@H]2C(=O)N(Cc3ccccc3)C(=O)[C@@H]12)C(=O)c1ccc(F)cc1
 : nt	-6%[38.3 µM]	22%	nt	3%	nt	nt	-24%	-5%
CCCCOC(=O)c1ccc(NC(=O)C2CCCO2)cc1 (stereo not drawn)
 : -0.9	7%	24%[57.1 µM]	0.0	15%[57.1 µM]	21	-13	-1%	-3%
O=Cc1ccc(OC(=O)c2cc(Cl)nc3ccccc23)cc1
 : 0.0	6%	?	-0.3	-5%	5	-2	-9%	0%
O=C(c1cc(COc2ccc(F)cc2Cl)on1)N(Cc1ccncc1)CC1CCCO1 (stereo not drawn)
 : -0.9	2%	-1%	-2.9	-5%	0	-2	-10%	-5%
Cc1cc(C)c2c3c(cn2n1)c(=O)n(C)c(=O)n3C
 : nt	1%	15%	nt	10%	nt	nt	-14%	-11%
COc1ccccc1C(=O)NCC(C)(C)CN=C1NS(=O)(=O)c2ccccc21
 : -0.7	0%	16%	0.2	4%[0.0914 µM]	-21	-8	-17%	-1%
COc1ccc(NC(=O)COC(=O)c2ccco2)c([N+](=O)[O-])c1
 : nt	0%	12%	-0.8	3%	nt	-3	-23%	-4%
CC(=O)c1cccc(NC(=O)COC(=O)Cc2ccc(Cl)cc2)c1
 : -0.5	1%	17%	-0.4	4%	0	6	-10%	0%
CCOC(=O)c1c(NC(=O)c2nc(S(C)(=O)=O)ncc2Cl)sc(C(C)=O)c1C
 : 0.0	-6%	1.4µM*	-1.2	4%	nt	-11	-15%	?
O=C1CCC(=O)N1OCCCOc1ccccc1
 : 0.6	-2%	4%	0.3	-3%	14	-3	-9%	1%
COc1ccc(NC(=S)N2c3ccccc3CC2C)cc1OC (stereo not drawn)
 : 2.9	-1%	-11%	-1.9	-9%	-8	1	-6%	3%
COC(=O)c1cccc(C(=O)N2CCCC(Nc3ccc(C)c(C)c3)C2)c1 (stereo not drawn)
 : 0.0	-4%	19%	-0.3	1%	6	7	-25%	0%
COc1ccc(CCNC(=O)C(=O)NCc2ccccc2)cc1OC
 : -0.2	1%	-5%[57.1 µM]	0.0	11%[57.1 µM]	3	0	-12%	8%
COc1cccc(=O)c2c(C)n(CC(=O)c3ccccc3)c(C)c12
 : -1.2	-18%	-24%	1.5	-6%	21	-8	-4%	18%
COc1ccc(CN2CCC(Cc3ccccc3)CC2)cc1OC
 : -0.2	0%	21%	0.1	1%	19	-1	-18%	-2%
COc1ccc(OC)c(NC(=O)CSC2=Nc3ccccc3C3=NC(CC(=O)NCc4ccc(F)cc4)C(=O)N23)c1 (stereo not drawn)
 : -0.8	12%	17%[57.1 µM]	-0.4	-1%[57.1 µM]	nt	-4	-10%	1%
CCOC(=O)CSc1nnc(NC(=O)CCc2ccccc2)s1
 : -1.5	1%	30%	-0.1	0%	-39	15	-3%	-2%
CN1CCCN(C2C3CC4CC(C3)CC2C4)CC1 (stereo not drawn)
 : 0.8	3%	-29%[57.1 µM]	0.0	12%[57.1 µM]	-7	-5	-7%	4%
CC(C)(C)SCCNC(=O)c1ccccc1
 : 0.8	-5%	-10%	0.6	-6%	-1	8	3%	-2%
Oc1ccc(Cl)cc1C=NCCc1ccccc1
 : 43*	1%	-4%	-1.6	-11%	24	-12	-11%	-7%
O=[N+]([O-])c1ccccc1CS(=O)(=O)c1ccccc1
 : -0.3	-1%	1%	-0.6	-4%	-7	-2	8%	-2%
COc1ccc(C2=NS(=O)(=O)N(C)C(C(=O)NCc3ccccn3)=C2)cc1OC
 : -0.5	13%	-5%	0.1	-13%[57.1 µM]	13	-2	-9%	-1%
Cc1ccc(C(=O)Nc2nc(=O)[nH]s2)cc1
 : -0.2&-0.4	4%&3%	4%&6%	0.4&1.2	-6%&-6%	7&14	25&3	-5%&-7%	-8%&-1%
CCOc1ccc(Nc2oc(-c3ccc(COc4ccc(C)cc4)o3)nc2C#N)cc1
 : 1.2	0%	12%	1.0	-7%	nt	15	2%	4%
COc1cc(C)c(NC(=S)Nc2cccc(Cl)c2C)cc1OC
 : 0.3	-3%	7%	0.2	2%	-10	3	-3%	1%
COc1ccc(CNC(=O)CN(Cc2ccc(C)cc2)C(=O)c2csnn2)cc1
 : -0.2	11%	19%[57.1 µM]	-1.8	4%[57.1 µM]	-19	0	-16%	4%
CCOc1ccc(OCc2cccc(C(=O)N(CC)CC)c2)cc1
 : -1.1	8%	8%[57.1 µM]	0.1	7%[57.1 µM]	10	-2	-14%	8%
CCOC(=O)c1c(-c2ccccc2)oc2ccc(OC(C)C(=O)O)cc12 (stereo not drawn)
 : -1.2	-10%	99%[activator]	-0.4	324%[activator]	-10	-3	-8%	19%
COc1ccc(Nc2c(-c3ccc(C)o3)nc3ccc(Cl)cn23)cc1
 : 0.2	19%	-24%	-0.1	6%	nt	-6	-3%	-1%
CC(C)CCNC(=O)CN1N=C(c2ccc(Cl)cc2)CCC1=O
 : -0.1	-4%&0%	0%&-2%[57.1 µM]	-0.4&1.0	-1%&-7%[57.1 µM]	nt	-2&-9	-14%&5%	4%&-1%
Cc1cccc(/C=C2\Sc3ccc(C(=O)N4CCCCC4)cc3N(C)C2=O)c1
 : 0.5	0%	23%	0.0	4%	0	3	-24%	-1%
CCn1c(C(=O)N2CCC(C(=O)NCCc3ccccc3)CC2)cc2sccc21
 : -0.2	1%	-8%	-0.1	-5%	nt	6	-25%	-2%

High-throughput results: PubChem, National Center for Advancing Translational Sciences (NCATS)

These rows are one share of the data. The share of hits here may be higher or lower than overall.
